From PubChem
CSN inh: inhibitors of CSN-mediated cullin deneddylation, primary screen, biochemical, fluorescence polarization, uHTS. COP9 signalosome complex subunit 5 (Homo sapiens), Q92905. actives 0.38% (n = 360,000). Purified CSN, SCF-Nedd8-OG deneddylation. inhibition, % at 12.5 µM;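 active means pattern-corrected inhibition above about 35%, with an unprinted fluorescence ratio check between 0.5 and 1.5, limit read from the data, passing the limit was not always enough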;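 further: 0% = enzyme with substrate and 100% = substrate without enzyme; some results filed as inactive read as strong as hits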
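Schedule: reaction 90 min, room temperature / Assay system: HEK293T-derived human Csn5 enzyme / Input: Csn5 at 0.24 nM final / Measure: inhibition of Csn5 cleavage, % / Control set: substrate-only high control, full reaction low control / Technique: fluorescence polarization of the substrate / Buffer or medium: Tris/NaCl/DTT buffer, pH 7.5 / Reagent: SCFSkp2-Nedd8OG substrate at 10 nM final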
Tb MetRS inh: T. brucei MetRS inhibitors, primary screen, biochemical, luminescence; methionyl-tRNA synthetase (Trypanosoma brucei brucei); purified T. brucei MetRS, ATP depletion, Kinase-Glo luminescence; inhibition, % at 11.9 µM; actives 0.4% (n = 360,000); AID 624268, 2012;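 active means inhibition above a per-plate cutoff of the control wells' mean inhibition plus 3 SD, cut at about 5.5% in these data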;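 further: 0% = DMSO wells median and 100% = median of wells with control inhibitor compound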
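Material – parasite MetRS enzyme · Medium – HEPES-MgCl2-KCl buffer plus DTT, spermine, BSA, pyrophosphatase · Reagent – ATP, methionine and E. coli bulk tRNA substrates · Times – 15 min enzyme-compound preincubation, 2 h reaction, 10 min detection, 25 °C · Measured by – luminescence of leftover ATP · Evaluation – percent inhibition relative to median high and low control wells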
SUMO1-SIM PPI: modulators of SUMO1 protein-protein interactions, primary screen, biochemical, uHTS | Small ubiquitin-related modifier 1 (Homo sapiens), P63165 | SUMO1 binding to a labelled peptide, TR-FRET, 1 h | inhibition, % at 20 µM | actives 0.33% (n = 360,000) | AID 602429, 2012; in the data active means inhibition above about 37%
Target sequence (P63165 whole entry, looked up): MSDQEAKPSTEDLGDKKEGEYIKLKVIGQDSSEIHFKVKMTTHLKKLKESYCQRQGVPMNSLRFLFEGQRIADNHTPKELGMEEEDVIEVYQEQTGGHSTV
MsrA inh: bovine MsrA enzyme inhibitors, primary screen, biochemical, absorbance, HTS | purified bovine MsrA, absorbance read-out | inhibition, % at 15.5 µM | AID 651718, 2012 | actives 0.75% (n = 360,000) | Methionine sulfoxide reductase A (Bos taurus); in the data active means inhibition above about 4.5%;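 further: 0% = vehicle wells with enzyme and 100% = reference inhibitor wells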
DNMT1 block: human DNMT1 methyltransferase inhibitors, primary screen, biochemical, molecular beacon, fluorescence, HinP1I cleavage, uHTS | DNA (cytosine-5)-methyltransferase 1 (Homo sapiens), P26358 | inhibition (reported as % activation of signal), % at 10 µM | actives 0.83% (n = 360,000) | AID 588458, 2011; in the data active means inhibition above about 50%
NadD inh: inhibitors of S. aureus NadD, primary screen, biochemical, colorimetric, uHTS. AID 602399, 2012. actives 0.78% (n = 360,000). inhibition, % at 20 µM. Nicotinate-nucleotide adenylyltransferase NadD (Staphylococcus aureus N315). purified NadD enzyme, colorimetric absorbance read-out; in the data active means inhibition above about 26%; further: some compounds past the cut are filed as inactive
STEP block: STEP phosphatase inhibitors, primary screen, biochemical, fluorescence intensity, uHTS | recombinant STEP, OMFP fluorogenic substrate | inhibition, % at 20 µM | actives 0.25% (n = 360,000);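 active means inhibition at 20 µM, scaled per plate between control wells, above about 37%, limit read from the data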;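 further: 0% = DMSO with enzyme and substrate and 100% = substrate only without enzyme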
Target sequence (P54829 whole entry, looked up): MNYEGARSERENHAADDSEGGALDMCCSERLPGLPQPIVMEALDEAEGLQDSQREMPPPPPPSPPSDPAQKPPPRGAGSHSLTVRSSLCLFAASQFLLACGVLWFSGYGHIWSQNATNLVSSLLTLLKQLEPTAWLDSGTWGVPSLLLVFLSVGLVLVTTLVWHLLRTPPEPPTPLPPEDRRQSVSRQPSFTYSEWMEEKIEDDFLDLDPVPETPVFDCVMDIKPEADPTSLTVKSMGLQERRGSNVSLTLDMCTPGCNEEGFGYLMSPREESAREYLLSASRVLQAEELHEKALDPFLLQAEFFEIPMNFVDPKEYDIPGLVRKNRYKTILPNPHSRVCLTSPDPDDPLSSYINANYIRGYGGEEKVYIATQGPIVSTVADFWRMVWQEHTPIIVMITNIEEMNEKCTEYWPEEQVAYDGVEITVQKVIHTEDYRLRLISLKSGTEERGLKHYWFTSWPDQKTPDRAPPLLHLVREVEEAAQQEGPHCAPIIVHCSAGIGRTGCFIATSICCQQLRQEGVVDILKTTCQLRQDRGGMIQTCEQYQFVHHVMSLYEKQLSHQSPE
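System: STEP (striatal-enriched tyrosine phosphatase) enzyme, cell-free; medium: Bis-Tris pH 6.0 buffer with DTT, detergent; dosing: 20 µM, 1% DMSO; times: reaction 20 min, ambient temperature; detection: fluorescence, 480/540 nm; read-out basis: normalized % inhibition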
Scp1 inh: Scp-1 phosphatase inhibitors, primary screen, biochemical, colorimetric, uHTS; AID 493091, 2011; actives 0.88% (n = 340,000); inhibition, % at 20 µM; Carboxy-terminal domain RNA polymerase II polypeptide A small phosphatase 1 (Homo …; Recombinant Scp1, phosphopeptide, malachite green phosphate absorbance;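 active means inhibition above about 50% at 20 µM, limit read from the data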;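 further: plate controls were DMSO wells with enzyme for no effect and wells lacking enzyme for full effect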
Target sequence (Q9GZU7 76-261 limits assumed): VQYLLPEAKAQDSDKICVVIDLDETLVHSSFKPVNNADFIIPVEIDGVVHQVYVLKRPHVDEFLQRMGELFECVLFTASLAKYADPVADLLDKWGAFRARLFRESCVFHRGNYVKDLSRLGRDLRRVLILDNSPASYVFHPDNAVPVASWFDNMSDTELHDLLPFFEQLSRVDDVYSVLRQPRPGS
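Test system: SCP-1 phosphatase catalytic domain, residues 76-261 | Compound dosing: One concentration, 20 µM, with 1.0% DMSO | Schedule: 45 min room-temperature reaction, 5 min colour, 30 min stabiliser | Detection: Absorbance at 630 nm | Read-out basis: % inhibition of SCP-1 phosphate liberation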
LMPTP inh: LMPTP phosphatase inhibitors, primary screen, biochemical, fluorescence intensity, uHTS; Low molecular weight phosphotyrosine protein phosphatase (Homo sapiens), P24666; recombinant LMPTP-A, OMFP fluorogenic substrate; inhibition, % at 20 µM; actives 0.22% (n = 360,000);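 active means compounds that cut the enzyme signal by at least half of the control window in the single-dose screen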;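 further: plate controls were DMSO wells with enzyme plus substrate for no effect and substrate without enzyme for full effect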
Target sequence (P24666 whole entry, looked up): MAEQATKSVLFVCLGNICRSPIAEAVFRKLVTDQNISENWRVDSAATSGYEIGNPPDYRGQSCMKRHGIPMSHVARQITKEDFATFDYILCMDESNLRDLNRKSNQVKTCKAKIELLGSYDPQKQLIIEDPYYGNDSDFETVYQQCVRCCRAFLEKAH
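Test system: LMPTP-A, protein tyrosine phosphatase of low molecular weight; Input: 0.625 nM enzyme; Incubation: 50 min dark incubation at room temperature; Signal: endpoint fluorescence intensity from OMFP dephosphorylation; Read-out basis: % inhibition versus control wells.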
Rpn11 inh: Rpn11 (PSMD14) deubiquitinase inhibitors, primary screen, biochemical, fluorescence polarization, uHTS. human 26S proteasome, Ub4-pepOG fluorescence polarization; 20S core pre-blocked with epoxomicin. actives 0.59% (n = 360,000). calls only at 20 µM;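 active means inhibition at 20 µM, scaled to each plate's controls, above about 33%, limit read from the data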
The depositor's hits bear a star; i = inactive; . = not tested or not shown; + = active, no number.

SMILES	CSN inh	Tb MetRS inh	SUMO1-SIM PPI	MsrA inh	DNMT1 block	NadD inh	STEP block	Scp1 inh	LMPTP inh	Rpn11 inh
Cc1ccc(C(C[N+](=O)[O-])Sc2ccc(N)cc2)cc1 (configuration not stated)	4	2.8	4	1.0	-12	0	5	-2	0.2	i
COc1cc2sc(-c3ccc(S(C)(=O)=O)cc3)c(C#CCO)c2cc1OC	3	-0.6	-5	-0.2	-20	-7	-2	-3	-1.1	i
Cc1c(NC(=O)c2cccc(NC(=O)Cc3ccc(F)cc3)c2)c(=O)n(-c2ccccc2)n1C	-3	-0.3	9	0.5	2	5	-1	-6	-1.7	i
CCN(C[C@H]1N[C@@](CC)(C(=O)OC)[C@H]2C(=O)N(C)C(=O)[C@@H]12)S(=O)(=O)c1ccccc1	-5	0.3	1	-1.0	0	5	-3	-2	0.2	i
CC(=O)Nc1cccc(C(=O)N2CCN(S(=O)(=O)c3ccc4ccccc4c3)CC2)c1	-2	-0.3	-5	1.6	-8	-4	0	-13	-0.2	i
O=C(CSc1ccc(Cl)cc1)N1CCCC1	2	0.0	2	-1.2	2	0	2	-3	-0.9	i
COc1ccc2noc3c2c1C(=O)c1ccccc1-3	-79	0.2	-30	0.1	187*	0	-386	-6	-23	i
COC(=O)c1cc(OC)c(OC)c(OC)c1[N+](=O)[O-]	1	-0.5	2	0.2	-2	-3	-2	-8	-0.6	i
CC(C)=NNc1nc2c(c(=O)n(C)c(=O)n2C)n1C	2	-0.2	-4	-0.4	9	-7	0	3	-2.3	i
CCc1noc(C)c1C(=O)OC(C)C(=O)Nc1cc([N+](=O)[O-])ccc1OC (configuration not stated)	-2	0.0	-20	1.0	0	-10	-1	-9	0.3	i
CC(=O)c1ccc(OCC(=O)c2ccc(-c3ccccc3)cc2)cc1	-6	-1.1	-5	0.4	20	-3	3	-10	-2.0	i
Cc1ccccc1C(=O)NCC(=O)NNC(=O)c1cccc(Cl)c1	-4	-0.3	1	-0.6	1	1	-2	-10	-0.6	i
O=C(O)COc1ccc(/C=N/NC(=O)c2ccc(-c3csc(Nc4ccc(Cl)cc4)n3)cc2)cc1	93*	-0.2	121*	3.4	-66	71*	93*	100*	92*	+
O=C(NNC(=O)C1CCN(c2ncccn2)CC1)c1ccc(F)cc1	-1	0.5	-9	0.5	0	5	0	-8	-0.4	i
COc1ccc([N+](=O)[O-])cc1NC(=S)NC(=O)C(C)(C)C	-2	-0.1	-19	0.1	2	-12	4	-7	0.2	i
Cc1cccc(N2CCN(S(=O)(=O)c3cn(C)cn3)CC2)c1C	2	-0.6	6	-1.5	2	-4	-7	-4	3.6	i
COc1nc(-c2ccccc2)cc(-c2ccc3c(c2)OCO3)c1C#N	0	0.0	0	-0.9	5	-4	-2	-10	1.0	i
COc1cc(OC)c(-c2noc(C(=O)OC(C)(C)C)c2C(=O)OC(C)(C)C)c(OC)c1	-1	0.0	1	0.0	1	-13	2	-12	3.2	i
CCOC(=O)c1c(NC(=O)COC(=O)Cn2c(C(F)(F)F)nc3ccccc32)sc(C)c1C	-1	-0.6	5	-0.6	-8	-5	4	-4	5.8	i
COc1cccc(-n2c(SC3CCOC3=O)nc3ccccc3c2=O)c1 (configuration not stated)	5	-0.8	2	0.3	-1	2	-2	5	-0.9	i
CC(=O)Nc1ccc(S(=O)(=O)NC(CC(=O)N(C)Cc2ccccc2)C(C)C)cc1 (configuration not stated)	7	-0.2	3	0.1	5	-5	-7	-7	-1.4	i
CCOC(=O)c1c(C)nc2sc(C(N)=O)c(N)c2c1-c1ccccc1	0	-0.3	-16	3.1	-13	0	0	3	0.2	i
COc1ccc(C(CNC(=O)COc2ccc([N+](=O)[O-])cc2)N2CCCCC2)cc1 (configuration not stated)	2	0.6	-10	1.1	1	-1	0	-9	-0.7	i
CCOc1ccc(NCc2ccccc2OCc2cccc(F)c2)cc1	1	-1.1	-4	0.4	-4	3	0	1	1.5	i
CCc1nc2ccc(C(=O)NCCCn3ccnc3)cn2c1N(C)Cc1ccc(N(C)C)cc1	0	-0.3	-2	0.0	3	5	2	.	5.6	i
Cc1ccc(C)c(S(=O)(=O)N2CCN(C(=O)CCNS(=O)(=O)c3ccccc3)CC2)c1	1	0.1	0	-1.2	0	1	-1	-6	1.5	i
Cc1ccccc1NS(=O)(=O)c1cccc(C(=O)Nc2cccc(C(=O)O)c2)c1	-7	0.2	6	-1.6	6	-4	-2	-8	-0.5	i
O[C@@H]1CN(C2CCCCC2)CC[C@H]1N1CCN(CCc2ccccc2)CC1	-2	0.3	-1	.	0	-7	0	3	-3.0	i
O=C(NCc1ccc2c(c1)OCO2)c1ccc2c(c1)OCO2	-2	-0.2	0	0.7	-1	0	-2	-2	-1.1	i
CCOC(=O)Cn1c(=O)c2c(nc(N3CCCCC3)n2Cc2ccccc2)n(C)c1=O	-4	-1.4	2	2.8	-4	-5	-4	-2	-0.4	i

Of the compounds above, two contain a COOH group:
SMILES	CSN inh	Tb MetRS inh	SUMO1-SIM PPI	MsrA inh	DNMT1 block	NadD inh	STEP block	Scp1 inh	LMPTP inh	Rpn11 inh
O=C(O)COc1ccc(/C=N/NC(=O)c2ccc(-c3csc(Nc4ccc(Cl)cc4)n3)cc2)cc1	93*	-0.2	121*	3.4	-66	71*	93*	100*	92*	+
Cc1ccccc1NS(=O)(=O)c1cccc(C(=O)Nc2cccc(C(=O)O)c2)c1	-7	0.2	6	-1.6	6	-4	-2	-8	-0.5	i

(next part)
SMILES	CSN inh	Tb MetRS inh	SUMO1-SIM PPI	MsrA inh	DNMT1 block	NadD inh	STEP block	Scp1 inh	LMPTP inh	Rpn11 inh
Cc1ccccc1CSc1nnc2ccc(-c3ccncc3)nn12	3	-1.3	-21	0.6	2	-1	1	27	0.1	i
Clc1cccc(N=NN2CCOCC2)c1Cl	0	-1.3	-3	0.3	2	-8	-3	-11	1.7	i
Cc1ccc(Nc2nnc(SCn3nnc4ccccc4c3=O)s2)cc1	1	0.3	-1	1.5	-2	1	2	-7	1.4	i
COc1cc(C=O)ccc1Oc1cnccn1	0	0.5	2	-0.1	0	4	0	-1	-1.8	i
Cc1ccc(C)c(NS(=O)(=O)c2cc(C(=O)N3CCc4ccccc4C3)ccc2Cl)c1	0	0.3	4	-0.2	-4	-2	3	-17	3.5	i
COc1ccc(C(C)=O)cc1COC(=O)c1cnc(Cl)c(Cl)c1	-3	0.1	0	-0.2	7	-9	-2	-7	-0.3	i
Cc1ccc(/C=C/C(=O)Nc2ccc(S(=O)(=O)Nc3cc(C)nc(C)n3)cc2)cc1	-4	-0.1	-3	3.9	0	13	-2	-1	-1.5	i
O=C(O)c1cc(S(=O)(=O)NCCCN2CCCC2=O)ccc1Cl	2	-0.1	9	0.1	-2	0	3	-8	0.6	i
Cc1ccc(C)c(CN2C(=O)CSc3ccc(C(=O)NCCN4CCOCC4)cc32)c1	1	0.3	0	-0.1	2	-6	3	-3	0.1	i
O=C(Nc1ccc(NC(=O)c2ccccc2F)cc1)c1ccccc1F	-1	-0.6	11	-0.1	12	-2	-3	-4	-3.4	i
CCn1c(SCC(=O)NC2CC2)nnc1-c1ccncc1	0	-0.5	4	1.6	4	-3	2	-6	2.8	i
Cc1c(C(=O)OCC(=O)NCC2CCCO2)oc2ccccc12 (configuration not stated)	1	-0.2	-1	-0.7	-1	-2	2	-12	0.3	i
CCOP(=O)(OCC)C(NC(=O)Nc1ccc(Cl)cc1)C(=O)N(CC)CC (configuration not stated)	2	1.7	-3	0.0	1	0	-1	1	-1.8	i
CC12CCC(=O)N1C(C(=O)NNC(=O)c1ccc(F)cc1)CS2 (configuration not stated)	4	-0.6	-1	-0.2	-5	-7	-1	-6	-0.9	i
CC(Cc1cccs1)NC(=O)Nc1ccc(F)cc1 (configuration not stated)	2	0.3	8	0.4	2	-6	1	3	-0.5	i
Nc1cc(S(=O)(=O)N2CCCCC2)ccc1N1CCOCC1	-5	-0.5	1	1.2	2	-10	3	6	-1.5	i
Cc1cc2c(c(SCC#N)n1)C(=O)OC2	-2	-0.4	-1	-0.6	3	-4	-2	-12	-1.5	i
COc1ccccc1-n1cnnc1SCC(=O)NC1CCCCC1	-2	0.3	0	0.8	0	2	-2	-4	-0.4	i
Cn1cnnc1SCC(=O)c1ccc(O)c(O)c1	-1	0.5	0	4.0	4	-2	17	-3	5.6	i
COc1ccc(CN2CCC(Oc3ccc(C(=O)NCc4ccccn4)cc3)CC2)c(F)c1	0	-0.1	-1	-0.9	0	-3	-1	1	0.1	i
Cc1cccc(NC(=O)N2C3CCCC2CC(NC(=O)C(C)(C)C)C3)c1 (configuration not stated)	2	-0.3	2	-1.1	3	6	-2	-7	-1.5	i
CCOC(=O)c1c(NC(=O)COC(=O)c2ccc(O)cc2)sc(C(=O)N(C)C)c1C	-4	-0.6	12	1.2	-5	0	1	-3	0.2	i
CC12CCC(C(=O)N3CCc4ccccc43)(CC1=O)C2(C)C (configuration not stated)	-2	-1.4	2	-0.7	4	-3	0	-4	-0.5	i
COc1ccc(-c2cc(=O)c3c(O)cc(O)cc3o2)cc1	4	0.5	-8	2.7	-1	-3	0	-11	3.7	i
Cc1ccc(S(=O)(=O)NCC(=O)N2CCCC2C(=O)O)cc1 (configuration not stated)	0	-1.2	9	-0.5	2	-5	-1	-10	-1.4	i

Arranged by the number under CSN inh (ascending): three from the list above.
Compound,CSN inh
Cc1c(NC(=O)c2cccc(NC(=O)Cc3ccc(F)cc3)c2)c(=O)n(-c2ccccc2)n1C,-3
Cn1cnnc1SCC(=O)c1ccc(O)c(O)c1,-1
COc1ccc(C(CNC(=O)COc2ccc([N+](=O)[O-])cc2)N2CCCCC2)cc1 (configuration not stated),2
